# Assay outcomes from PubChem BioAssay.
# D3 antag = D3 dopamine receptor (human) antagonism; max response, negative = inhibition, %; P35462; D3R cells, DiscoveRx beta-arrestin luminescence, antagonist mode; hits give low values; 360,000 tested, 2.5% active; in the data active means max response below about -50%; inconclusive means no clear call, values can overlap the other calls; further: on the % scale 0 is the no-effect control and ±100 the full control effect; mostly tested at two doses, the higher about 12 µM
#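 Cells plated overnight at 1500 cells/well, then exposed to library compounds with dopamine controls for 90 minutes at 37 degrees C. DiscoveRx reagent added for 30–60 minutes at room temperature; luminescence read, quantitative HTS format.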
# PTHR1 ag = agonists of human PTHR1 parathyroid hormone receptor. HEK293 GP2 PTHR1 cells, GloSensor cAMP luminescence, 1 h. Potency, µM (doses to about 115 µM), for inactives: at the top dose activation, hits mostly activators. 410,000 tested, 0.075% active. Q03431; further: potency means the concentration at half of the fitted maximal effect; nearly all actives have a fitted effect of over 55% in size; some results filed as inactive show a strong effect at the top dose; inactives centre near -15; many of its hits are not listed in these tables
# Target sequence (Q03431 whole entry, looked up): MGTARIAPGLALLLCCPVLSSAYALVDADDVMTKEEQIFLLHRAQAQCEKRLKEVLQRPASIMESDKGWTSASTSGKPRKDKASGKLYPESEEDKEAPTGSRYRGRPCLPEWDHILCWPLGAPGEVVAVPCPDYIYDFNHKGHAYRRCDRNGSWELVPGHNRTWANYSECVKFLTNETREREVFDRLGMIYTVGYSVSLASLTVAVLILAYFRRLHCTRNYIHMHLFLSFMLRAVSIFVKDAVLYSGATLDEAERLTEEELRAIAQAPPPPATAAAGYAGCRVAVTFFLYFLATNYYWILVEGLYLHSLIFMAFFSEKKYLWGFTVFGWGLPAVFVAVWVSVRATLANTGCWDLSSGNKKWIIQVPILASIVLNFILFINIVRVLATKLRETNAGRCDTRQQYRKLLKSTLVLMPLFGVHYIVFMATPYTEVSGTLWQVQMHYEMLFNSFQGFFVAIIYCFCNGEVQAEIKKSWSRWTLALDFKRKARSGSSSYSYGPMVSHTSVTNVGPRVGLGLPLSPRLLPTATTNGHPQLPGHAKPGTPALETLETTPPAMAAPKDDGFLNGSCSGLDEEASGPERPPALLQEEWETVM
#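 HEK-293-derived GP2 cells expressing PTHR1 and a GloSensor cAMP reporter, 3,000/well, plated overnight, given luciferin plus IBMX (each 0.5 mM as added) for 1 h at 37 °C, then compound for 1 h at 37 °C. Luminescence was read after 15 min at room temperature.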
# GLP-1R inv ag = acts as inverse agonist at human GLP-1 receptor; Potency, µM (highest dose often 38.3 µM), for inactives: top-dose activity change, negative = inhibition, usual class: inhibitors; HEK293 GLP-1R CRE-luciferase, luminescence, 24 h; GLP-1R form is constitutively active; AID 624417; P43220; 410,000 tested, 1.6% active; further: potency means the concentration at half of the fitted maximal effect; on the % scale 0 is the no-effect control and ±100 the full control effect; nearly all actives have a fitted effect of over 55% in size
# Target sequence (P43220 whole entry, looked up): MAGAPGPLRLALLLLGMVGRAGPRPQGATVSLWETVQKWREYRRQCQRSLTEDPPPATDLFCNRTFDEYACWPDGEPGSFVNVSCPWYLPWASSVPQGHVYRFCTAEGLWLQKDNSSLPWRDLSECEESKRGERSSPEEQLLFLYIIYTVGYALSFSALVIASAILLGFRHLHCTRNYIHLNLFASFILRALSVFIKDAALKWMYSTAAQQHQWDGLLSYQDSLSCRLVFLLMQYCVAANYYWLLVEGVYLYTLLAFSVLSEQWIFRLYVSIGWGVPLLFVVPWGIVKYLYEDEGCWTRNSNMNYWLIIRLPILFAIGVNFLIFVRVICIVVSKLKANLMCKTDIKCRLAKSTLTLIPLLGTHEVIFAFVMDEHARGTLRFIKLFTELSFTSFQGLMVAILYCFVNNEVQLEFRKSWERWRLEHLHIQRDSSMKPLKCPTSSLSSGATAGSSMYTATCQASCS
#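 HEK293 cells stably co-expressing constitutively active GLP-1R and a cAMP-responsive luciferase reporter were seeded in DMEM with 10% Nu serum, given compounds after 12 h, and incubated 24 h at 37 deg C. Luminescence was then read.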
# Akt phos inh = inhibitors of Akt phosphorylation; Neuro2A IGF-stimulated pAkt S473 HTRF, 20 min; hits give low values; activity change, % for hits at 50 µM; 360,000 tested, 0.32% active; AID 651550; in the data active means activity change below about -80%; inconclusive means mostly about -51% to -80%; further: on the % scale 0 is the no-effect control and ±100 the full control effect
#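 Neuro2A cells in DMEM with 0.5% FBS, overnight at 37 deg C, given compound at single 50 µM final, then IGF (6 nM final) for 20 min at 37 deg C. Lysed; phospho-Akt Ser473 by HTRF after 24 h, 665/615 ratio.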
# Abeta rescue = restores growth of yeast expressing A-beta42 peptide; yeast expressing A-beta42, growth rescue, OD600, 48 h; response scale: 0% DMSO, 100% iron-clioquinol control; Potency, µM (top dose mostly 46.1 µM), for the others: at the highest dose growth rescue, actives largely listed as activators; 410,000 tested, 0.063% active; AID 1347071; further: potency means the concentration at half of the fitted maximal effect; nearly all actives have a fitted effect of over 55% in size
#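 Yeast growth medium received pinned compounds, then yeast cells expressing toxic A-beta were added; plates incubated at 30 C for 48 hr. Growth read as absorbance at 600 nm, normalized to DMSO and equimolar FeCl3 plus clioquinol controls.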
# aSyn rescue = rescues yeast growth from alpha-synuclein toxicity. Yeast expressing alpha-synuclein, growth rescue, BacTiter-Glo, 24 h. Potency, µM (top dose mostly 46.1 µM), for the others: at the top dose growth rescue (activation), most hits filed as activators. 370,000 tested, 0.14% active; further: potency means the concentration at half of the fitted maximal effect; % of control where 0% means no effect; nearly all actives have a fitted effect of over 65% in size
#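 Screening used galactose-induced yeast with toxic alpha-synuclein levels, exposed to compound for 24 hr at 30 deg C. Cell growth, read with BacTiter-Glo luminescence, gave the measured signal.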
# GLP1R ag = GLP-1 receptor (human) agonism | P43220 | HEK293 GLP-1R CRE-luciferase, luminescence, 4-6 h; cells express a hypersensitive GLP-1R form | Potency, µM (titrated, usually from 45.6 µM), inactives show top-dose activation, usual class: activators | 380,000 tested, 0.007% active | AID 624172; further: potency means the concentration at half of the fitted maximal effect; % of control where 0% means no effect
# FUS suppressor = rescues growth of FUS-expressing yeast; S. cerevisiae FUS-expressing, growth rescue, OD600, 24 h; Potency, µM (series often up to 76.6 µM), for the others: at the top dose growth rescue (activation), hits mostly activators; 390,000 tested, 0.24% active; AID 1347120;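 further: potency means the concentration at half of the fitted maximal effect; plate controls were DMSO vehicle for no effect and reference control for full effect; nearly all actives have a fitted effect of over 55% in size; some results filed as inactive show a strong effect at the top dose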
#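 Steps: raffinose overnight preculture; dilution to OD 0.005 in 2% galactose minimal medium; compound addition (concentration series); 24hr at 30C, 99% humidity; absorbance read at 600 nm.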
# TDP43 rescue = rescues yeast growth from TDP-43 toxicity. 410,000 tested, 1.8% active. Potency, µM (titrated, usually from 46.1 µM), for the others: at the top dose growth rescue (activation), hits mostly activators. TDP-43 expressing yeast growth rescue, BacTiter-Glo, 24 h; further: potency means the concentration at half of the fitted maximal effect; % of control where 0% means no effect; nearly all actives have a fitted effect of over 50% in size
#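 Yeast cells expressing TDP-43 under galactose induction are exposed to compounds for 24 hr at 30 deg C. BacTiter-Glo luminescence measures growth, so protective compounds score as activators.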
# * = called active by the depositor; i = inactive; u = inconclusive; x = no result given; [ ] = remark or other dose. Unless noted, the call rests on the fitted dose curve; in most records, active means well fitted curve in the direction sought with a large enough effect; inconclusive means small, poorly fitted or top-dose-only effect, or another doubt; inactive means no such curve, though single readings can be large; an effect the other way counts as inactive or inconclusive.
SMILES,D3 antag,PTHR1 ag,GLP-1R inv ag,Akt phos inh,Abeta rescue,aSyn rescue,GLP1R ag,FUS suppressor,TDP43 rescue
O=C(NCc1ccccc1)C1Nc2ccc(OC(F)(F)F)cc2C2C=CCC12 (stereo unspecified),10,i,u,i,u,1%,-3%,30%,22µM*
CCN1C(=O)N[C@@H](c2ccccc2)[C@H](C(C)=O)[C@H]1C,0,8%,23%,i,-6%,1%,3%,-12%,-4%
CCc1nnc(NC(=O)CCC(=O)NCCc2ccc(OC)c(OC)c2)s1,-10,-6%,21%,i,6%,-1%,-6%,-11%,-7%
CCn1c(=O)c2ccccc2n(Cc2ccccc2C)c1=O,-5,-10%,-7%,i,-7%,-6%,-1%,-13%,26%
O=C(O)CCCCCN1C(=O)C(=O)/C(=C(/O)c2ccccc2)C1c1ccccc1 (stereo unspecified),24,i,-6%,i,-6%,0%,0%,x,7%
Cc1nn(CC(=O)NCCCN2CCCC2=O)c(C)c1[N+](=O)[O-],-18,9%,-13%,i,-7%,-11%,1%,27%,-23%
C=CCn1cnc2c(c1=O)c1nc3ccccc3nc1n2/N=C/c1ccccn1,8,i,10%,i,-9%,-3%,-6%,23%,-22%
O=C(COC(=O)Cc1ccsc1)Nc1ccc(Br)cc1F,-5,i,18%,i,-3%,0%,-1%,x,-3%
Cc1ccc(CC(=O)N(C)CC(=O)N(CC(C)C)c2c(N)n(CC(C)C)c(=O)[nH]c2=O)cc1C,4,-30%,28%,i,4%,1%,-3%,35%,23%
Cn1c(C(=O)N2CCC(C(=O)NCCc3ccc(S(N)(=O)=O)cc3)CC2)cc2sccc21,x,13%,4%,x,-11%,x,x,u,2%
Cc1ccc(NC(=S)N/N=C2\CC(C)(C)Oc3ccc(O)cc32)cc1,-7,i,u,i,-3%,-9%,2%,-5%,12%
COc1ccc(N2CCN(c3oc(-c4ccccc4OC)nc3C#N)CC2)cc1,12,i,0%,i,2%,-1%,4%,27%,u
CCC(C(=O)N1CCN(c2cc(C)ccc2C)CC1)n1nc(C)n2c(cc3occc32)c1=O (stereo unspecified),x,-27%,u,x,-8%,x,x,u,u
O=C(NCc1ccc(Cl)cc1)c1ccc(CSc2nc3ccncc3[nH]2)cc1,20,-11%,u,i,-2%,2%,8%,14%,-6%
Cc1cc(C)c(NC(=O)CSc2ccnc(=O)[nH]2)c(C)c1,x,i,-12%,x,-6%,x,-2%,-26%,17%
Cc1ccc(C(=O)Nc2ccc(-n3c(C)nc4ccccc4c3=O)cc2)cc1[N+](=O)[O-],x,-26%,u,x,-24%,x,x,11%,0%
CCCCN(CC)C(=O)c1ccc(-c2ccccc2)cc1,-9,-14%,u,i,5%,14%,-2%,x,u
Cc1cc(Oc2cnn(C(C)(C)C)c(=O)c2Cl)cc(C(C)C)c1,u,-31%[inhibitor],u,x,-15%,x,8%,7%,1%
COc1ccc(-c2n[nH]c(C)c2-c2cc(OC)ccc2O)cc1,5,-27%,-56%,i,22%,-13%,5%,19%,0%
CCCCOc1ccccc1NC(=O)CC1Nc2ccccc2NC1=O (stereo unspecified),5,i,-11%,i,-6%,9%,6%,45%,-13%
CN(CC(=O)Nc1ccccc1Br)C(=O)c1ccccc1-c1nc2ccccc2s1,-5,i,u,i,-3%,0%,4%,u,19%
CCc1ccc(-c2ccc(SCC(=O)NCC3CCCO3)nn2)cc1 (stereo unspecified),-20,-29%,-28%[0.307 µM],i,-1%,-14%,0%,8%,-12%
CC(NC(N)=O)C(=O)NCC(=O)OCc1ccccc1 (stereo unspecified),4,i,0%,i,13%,3%,1%,-41%,8%
Cc1cccc(NC(=O)c2ccc(-c3ccccc3[N+](=O)[O-])o2)c1,-6,-9%,u,i,10%,-4%,13%,16%,24%

# Some values from above.
# For GLP-1R inv ag, `O=C(COC(=O)Cc1ccsc1)Nc1ccc(Br)cc1F` has the entry 18%
# For Abeta rescue, `CCC(C(=O)N1CCN(c2cc(C)ccc2C)CC1)n1nc(C)n2c(cc3occc32)c1=O` (stereo unspecified) has the entry -8%
# For GLP1R ag, `CCc1nnc(NC(=O)CCC(=O)NCCc2ccc(OC)c(OC)c2)s1` has the entry -6%
# For FUS suppressor, `Cc1ccc(C(=O)Nc2ccc(-n3c(C)nc4ccccc4c3=O)cc2)cc1[N+](=O)[O-]` has the entry 11%

# (listing goes on)
SMILES,D3 antag,PTHR1 ag,GLP-1R inv ag,Akt phos inh,Abeta rescue,aSyn rescue,GLP1R ag,FUS suppressor,TDP43 rescue
COc1cccc(-c2nnc(SCC(=O)N3CC(C)CC(C)C3)o2)c1 (stereo unspecified),u,-24%,11µM*,i,2%,17%,-7%,9%,0%
CN(C)C(=O)CN1C(=O)C2CCCCN2C(=O)c2ccccc21 (stereo unspecified),1,-3%,-21%,i,-9%,-7%,4%,22%,-19%
COc1ccccc1NC(=O)N1CCN(c2ccccn2)CC1,-16,-14%,0%,i,-5%,0%,-4%,-20%,18%
Cc1ncc(S(=O)(=O)c2ccc(Cl)cc2)c(N)n1,-6,3%,-3%,i,-8%,-6%,16%,14%,-21%
CC(=O)c1ccc(NC(=O)CSc2nnc(NC(=O)NC3CCCCC3)s2)cc1,x,-29%,-16%,x,4%,x,x,25%,20%
O=c1[nH]c(Cn2nnc(-c3ccccc3)n2)nc2scc(-c3ccccc3)c12,0,i,u,i,5%,6%,-22%,12%,17%
CN(C)C(=O)CCc1ccc2c3c([nH]c2c1)[C@]1(CCC2CCCC2)[C@@H](C(=O)N2CCOCC2)C[C@H](CC(=O)NCc2cccc(C(F)(F)F)c2)C(=O)N1CC3,-26,0%,u,i,4%,-7%,1%,u,20%
CC1(C)CC2(CCO1)N1CC3(C)CN2CC(C)(C1)C3O (stereo unspecified),7,i,22%,i,2%,1%,-2%,7%,12%
CN(C)S(=O)(=O)c1ccc2c(c1)nnn2CCNC(=O)Nc1ccc(Br)cc1,x,i,-26%,x,-5%,x,x,24%,15%
CCc1nc2c(OCc3ccc4c(c3)OCO4)cccn2c1N(C=O)Cc1ccccc1,-4,i,-29%,i,25%,0%,24%,16%,0%
Cc1nc(NC(=O)c2cc3ccccc3o2)sc1C,-10,-33%[inhibitor],u,i,-26%,-7%,-4%,29%,-21%
COc1ccccc1C(=O)Nc1cccc(C(=O)OCc2cc(=O)n3nc(C)sc3n2)c1,x,i,-15%,x,11%,x,x,-4%,24%
CCc1nc2ccc(C(=O)NCCCN3CCCC3=O)cn2c1N(CC)CCOC,17,i,20%,i,19%,17%,-5%,-21%,0%
COc1ccccc1C1/C(=C(/O)c2ccc(Cl)cc2)C(=O)C(=O)N1CCN1CCOCC1 (stereo unspecified),0,-20%,0%,i,-1%[9.22 µM],-1%,2%,-40%,-1%
Cc1cc(=O)oc(C)c1C(=O)NNC(=O)C1(C)CC1Br (stereo unspecified),12,i,-21%,i,18%,-9%,-2%,3%,7%
Cc1cc(C)c2c(CC(=O)NCc3ccco3)coc2c1,5,i,0%,i,23%,20%,-1%,18%,9%
Cc1c(C(=O)O)cnc2cc(-c3ccc(Cl)cc3)nn12,-19,-52%[inhibitor],3%,i,-7%,-4%,-1%,-9%,3.5µM*
OC(C#CCN1CCCC1)(c1ccccc1)c1cccc(F)c1 (stereo unspecified),-20,i,u,i,20%,-7%,-1%,x,28%
COc1cccc(CNn2cn[nH]c2=S)c1OCc1ccccc1,2,-2%,6%,i,7%,-6%,6%,7%,13%
CCCCN(C)CCCNC(=O)c1cc(Nc2ccc(OC)c(OC)c2)nc2ccccc12,-3,i,u,i,-5%,-6%,5%,22%,2%
C[C@H](CO)N1C[C@H](C)[C@@H](CN(C)C)Oc2c(NC(=O)CCCCCC(=O)Nc3ccccc3N)cccc2C1=O,8,-21%,11%,i,-8%,-1%,2%,-6%,17%
CCC(C)NC(=O)c1ccc(C2SCC(=O)N2Cc2ccccc2)cc1 (stereo unspecified),-24,-18%,-8%,i,-7%,2%,0%,-7%,-5%
COc1ccc(N(C(=O)c2ccco2)S(=O)(=O)c2ccc(F)cc2)cc1,u,i,u,i,16%,1%,-5%,14%,10%
CCOc1ccc(NC(=O)c2ccncc2)cc1,2,-1%[57.5 µM],8%,i,27%,9%,-5%,-4%,8%

# Continued (two carried over from the part before).
SMILES,D3 antag,PTHR1 ag,GLP-1R inv ag,Akt phos inh,Abeta rescue,aSyn rescue,GLP1R ag,FUS suppressor,TDP43 rescue
COc1ccc(N(C(=O)c2ccco2)S(=O)(=O)c2ccc(F)cc2)cc1,u,i,u,i,16%,1%,-5%,14%,10%
CCOc1ccc(NC(=O)c2ccncc2)cc1,2,-1%[57.5 µM],8%,i,27%,9%,-5%,-4%,8%
O=C(NCc1cccnc1)NC1(C(F)(F)F)Oc2ccccc2O1,9,-30%,-18%,i,-2%,-1%,-6%,6%,1%
O=C(Cc1ccc(S(=O)(=O)N2CCOCC2)s1)N1CCN(c2ccc(C(F)(F)F)cc2[N+](=O)[O-])CC1,18,i,u,i,8%,0%,9%,u,0%
COc1cc(CNCc2ccccc2)c(Br)cc1OC1CCCC1,-62*,i,u,i,18%,0%,23%,8%,0%
COC(=O)c1cc([N+](=O)[O-])c(C)c(C)n1,21,i,6%,i,7%,u,1%,-6%,0%
COc1cccc(-c2cnc(C(O)c3ccc(F)c(C)c3)[nH]2)c1 (stereo unspecified),-24,-7%,3%,i,11%,8%,8%,-6%,11%
Cc1nn(C)c2ncc(C(N)=O)c(Oc3ccc(Cl)cc3)c12,-24,-15%,6%,i,5%,-3%,0%,20%,-2%
COc1ccc(N(C)C(=O)C2CCN(S(=O)(=O)c3cccc4nsnc34)CC2)cc1,12,i,-12%,i,7%,1%,-2%,22%,-21%
COc1ccc(C)cc1NS(=O)(=O)c1cnc(N)nc1,x,i,3%,x,2%,x,x,3%,16%

# Not all compounds are listed; count on the stated rates, not on these rows.
